Source: PubChem BioAssay (National Center for Advancing Translational Sciences (NCATS))
AmpC inh no detg – inhibitors of E. coli AmpC beta-lactamase without detergent. P00811. AmpC nitrocefin hydrolysis, absorbance 480 nm, 0.0001% Triton. Potency, µM (top dose mostly 57.1 µM), for the others: at the top dose activity change, negative = inhibition, actives largely listed as inhibitors. hit rate 0.52% among 330,000. AID 485341;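 further: potency means the concentration at half of the fitted maximal effect; plate controls were no compound for no effect and no enzyme for full effect; nearly all actives have a fitted effect of over 20% in size; some results filed as inactive show a strong effect at the top dose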
Target sequence (P00811 whole entry, looked up): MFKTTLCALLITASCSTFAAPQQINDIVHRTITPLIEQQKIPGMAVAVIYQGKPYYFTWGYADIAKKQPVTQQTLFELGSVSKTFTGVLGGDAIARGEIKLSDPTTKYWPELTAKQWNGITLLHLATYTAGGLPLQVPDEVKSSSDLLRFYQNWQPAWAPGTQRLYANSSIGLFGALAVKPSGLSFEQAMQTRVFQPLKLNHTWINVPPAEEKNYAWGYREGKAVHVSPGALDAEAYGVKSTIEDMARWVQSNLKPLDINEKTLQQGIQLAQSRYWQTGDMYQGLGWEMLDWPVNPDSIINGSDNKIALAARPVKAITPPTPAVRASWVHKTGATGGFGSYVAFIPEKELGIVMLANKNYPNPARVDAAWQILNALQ
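AmpC (5.3 nM in the dispensed reagent) in 20 mM phosphate pH 7.0 with 0.01% (detergent screen) or 0.0001% Triton X-100 was preincubated with compounds for 15 min at room temperature. Nitrocefin was then added from an 800 uM solution, and hydrolysis was followed at 480 nm.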
FBPA Giardia inh – inhibitors of Giardia lamblia fructose-1,6-bisphosphate aldolase; purified Giardia FBPA; Potency, µM (titrated, usually from 59.6 µM), for the others: at the highest dose activity, negative = inhibition, most hits filed as inhibitors; hit rate 0.71% among 290,000; AID 2451; further: potency means the concentration at half of the fitted maximal effect; on the % scale 0 is the no-effect control and ±100 the full control effect; nearly all actives have a fitted effect of over 55% in size
Target sequence (A8B2U2 whole entry, looked up): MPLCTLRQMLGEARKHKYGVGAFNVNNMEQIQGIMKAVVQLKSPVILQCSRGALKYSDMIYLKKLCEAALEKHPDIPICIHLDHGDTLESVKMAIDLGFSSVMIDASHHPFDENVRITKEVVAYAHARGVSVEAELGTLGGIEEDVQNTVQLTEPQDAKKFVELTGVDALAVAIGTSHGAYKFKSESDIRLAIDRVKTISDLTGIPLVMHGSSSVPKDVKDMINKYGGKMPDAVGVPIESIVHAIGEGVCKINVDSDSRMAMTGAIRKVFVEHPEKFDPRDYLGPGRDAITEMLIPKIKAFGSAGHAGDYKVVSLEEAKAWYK
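40 nM FBPA preincubated 10 min at RT with compound (up to 57.5 uM final), then substrate plus GAPDH/TPI/NAD/arsenate coupling and diaphorase/resazurin added. Fluorescence read after 20 min at RT, 525/598 nm.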
Cycloheximide cs – affects cycloheximide protein synthesis inhibition readout, counter-screen; max response, %; hit rate 12% among 300,000; cell reporter, cycloheximide protein synthesis inhibition counterscreen; AID 2314; in the data active means max response mostly above about 13%, no sharp cut-off; inactive means mostly below about 14%; further: read at 38.3 µM for the half of the compounds with a filed dose; 0% is about no effect
AmpC inh detg – AmpC beta-lactamase inhibition with detergent present; P00811; AmpC hydrolysis of nitrocefin, absorbance 480 nm, 0.01% Triton; Potency, µM (top dose mostly 114 µM), inactives show at the top dose activity change, negative = inhibition, hits mostly inhibitors; hit rate 0.041% among 370,000; AID 485294;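 further: potency means the concentration at half of the fitted maximal effect; 0% = no-compound wells and -100% = no-enzyme wells; nearly all actives have a fitted effect of over 25% in size; some results filed as inactive show a strong effect at the top dose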
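AmpC (5.3 nM in the dispensed reagent) in 20 mM phosphate pH 7.0 with 0.01% (detergent screen) or 0.0001% Triton X-100 was preincubated with compounds for 15 min at room temperature. Nitrocefin was then added from an 800 uM solution, and hydrolysis was followed at 480 nm.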
AMA1-RON2 inh – inhibitors of Plasmodium falciparum AMA1-RON2 interaction. hit rate 0.2% among 360,000. Potency, µM (doses to about 58.2 µM), inactives show at the top dose activity change, negative = inhibition, usual class: inhibitors. AlphaScreen AMA1-biotinylated RON2 peptide binding;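 further: potency means the concentration at half of the fitted maximal effect; 0% = vehicle wells and -100% = peptide control; nearly all actives have a fitted effect of over 45% in size; some results filed as inactive show a strong effect at the top dose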
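AMA1 (3D7) with his tag at 25 nM final met compounds first, then biotinylated RON2 peptide at 25 nM; detection used donor plus acceptor beads, 10 µg/mL apiece, read by AlphaScreen after 30 min at room temperature.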
HCMV antiviral – inhibitors of human cytomegalovirus; HFF cells, HCMV-luciferase reporter, 72 h; active compounds read low; activity change, negative = inhibition, % at 57.5 µM; hit rate 4.5% among 410,000; in the data active means activity change below about -60%; inconclusive means no clear call, values can overlap the other calls; inactive means above about -39%; further: on the % scale 0 is the no-effect control and ±100 the full control effect
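Cell-based, HFFs, 1000 cells/well, 16 h 37C; cpds in DMSO + HCMV-luc, MOI 1 PFU/cell; 72 h 37C; OneGlo luminescence after 5 min RT; norm. to buffer vs Salinomycin 10uM.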
Shiga toxin inh – blocks Shiga toxin action in Vero cells | Vero cells, Shiga toxin protein synthesis inhibition reporter | inhibition, % at 38.7 µM | hit rate 9.2% among 290,000 | AID 2315; in the data active means inhibition mostly above about 28%, no sharp cut-off; inactive means mostly below about 43%; further: 0% is about no effect
An asterisk follows results filed as active; u = inconclusive; x = no result given; & = joins results of further samples; [ ] = dose if it differs, or a comment. Unless noted, the call rests on the fitted dose curve; in most records, active means well fitted curve in the direction sought with a large enough effect; inconclusive means small, poorly fitted or top-dose-only effect, or another doubt; inactive means no such curve, though single readings can be large; an effect the other way counts as inactive or inconclusive.

SMILES	AmpC inh no detg	FBPA Giardia inh	Cycloheximide cs	AmpC inh detg	AMA1-RON2 inh	HCMV antiviral	Shiga toxin inh
Cc1ccc(S(=O)(=O)N2CCN(C(=O)c3ccc(Cl)nc3)CC2)cc1	-18%	5%	-1	5%	-1%	-17	15
COC(=O)c1cc(S(=O)(=O)N2CCN(c3ccc(F)cc3)CC2)c[nH]1	-4%	-16%	5	8%	12%	0	-7
CCOc1ccc(/C=N/Nc2nc(N3CCCC3)nc(N3CCCC3)n2)cc1OC	120%[activator]	x	0	-10%	8%	20	-17
CCc1ccc(N2CC(C)Cn3c2nc2c3c(=O)[nH]c(=O)n2C)cc1 (stereo not drawn)	24%	4%	-4	3%	-9%	15	-7
O=c1[nH]c(-c2ccccc2O)nc2c1CCCC2	-2%	-4%	-2	-7%	-1%	-26	12
Cc1cc(C)cc(OCC(=O)NNC(=O)CCC(=O)NCc2ccccc2)c1	-1%	5%	-4	u	110%[activator]	-4	-6
Cc1ccc(NS(=O)(=O)c2ccc3[nH]c(=O)[nH]c3c2)c(C)c1	-15%	1%	7	1%	-7%	-24	-2
C[C@]12CC[C@H]3[C@@H](CCC4=CC(=O)CC[C@@H]43)[C@@H]1CC[C@@H]2O	6%	11%	-3	x	-1%	-16	-4
CCn1c(C)[n+](CCOCC[n+]2c(C)n(CC)c3cc(Cl)c(Cl)cc32)c2cc(Cl)c(Cl)cc21	11%	2%	-3	0%	7%	-15	1
O=C(OCc1nc2ccccc2s1)c1cccc(N2C(=O)CCC2=O)c1	28%	-7%	7	7%	2%	-30	58*
CCSc1nc2ccccc2c(=O)n1-c1c(C)n(C)n(-c2ccccc2)c1=O	-8%	2%	5	-12%	-25%	1	11
COC(=O)CSc1nc(-c2ccc(F)cc2)cc(C(F)(F)F)n1	-16%	-4%	0	16%&1%	-3%	1&-15	-1
CCN1CCN(C(=O)CCc2nnc(CCCCc3ccccc3)o2)[C@@H](C)C1=O	45%	6%	10	5%	-8%	-15	23
Cc1ccc(-c2nnc(SCC(=O)N3CCCC3)o2)cc1C	67%	13%	36*	u	5%	126	72*
COc1cc(NC(=S)Nc2ccc(S(=O)(=O)N3CCOCC3)cc2)cc(OC)c1OC	-25%	1%	-1	5%	-1%	-17	-8
COC(=O)C1(Cc2cc(-c3ccc([N+](=O)[O-])cc3)no2)CCN(C(=O)OC(C)(C)C)CC1	71%[activator]	x	x	0%	-5%	-20	x
CC(=O)Nc1ccc(SCC(=O)Nc2ccc(Cl)cn2)cc1	-25%	2%	24	4%	0%	87	24
CC(OC(=O)C1CC1)C(=O)Nc1cc(Cl)cc(Cl)c1 (stereo not drawn)	-31%	x	x	x	5%	u	x
CCc1nnc(NC(=O)C2CCCN(S(=O)(=O)c3ccccc3)C2)s1 (stereo not drawn)	-33%	-5%	-2	-8%	2%	18	-3
CC1NCCC2(O)CCCCC12 (stereo not drawn)	-2%	-7%	-4	3%	13%	-3	-13
CN(Cc1ccccc1)C(=O)CCC1CCN(S(=O)(=O)N(C)C)CC1	10%	4%	-3	5%	-9%	54	-6
COc1ccccc1-c1nc(C#N)c(NCc2ccc(F)cc2)o1	-9%	0%	10	u	-22%	-20	19
CCc1cccc(C)c1NC(=O)CO/N=C(\N)CC(=O)NC1CCCCC1	-25%[11.4 µM]	1%	-2	u	55%[activator]	39	-4
CCC(C)(c1nnnn1-c1c(C)cccc1C)N(N=O)c1cccc(C(F)(F)F)c1 (stereo not drawn)	-14%	-1%	-4	-7%	-1%	-36	-7

11 consecutive records from above, for reference:
SMILES	AmpC inh no detg	FBPA Giardia inh	Cycloheximide cs	AmpC inh detg	AMA1-RON2 inh	HCMV antiviral	Shiga toxin inh
Cc1ccc(-c2nnc(SCC(=O)N3CCCC3)o2)cc1C	67%	13%	36*	u	5%	126	72*
COc1cc(NC(=S)Nc2ccc(S(=O)(=O)N3CCOCC3)cc2)cc(OC)c1OC	-25%	1%	-1	5%	-1%	-17	-8
COC(=O)C1(Cc2cc(-c3ccc([N+](=O)[O-])cc3)no2)CCN(C(=O)OC(C)(C)C)CC1	71%[activator]	x	x	0%	-5%	-20	x
CC(=O)Nc1ccc(SCC(=O)Nc2ccc(Cl)cn2)cc1	-25%	2%	24	4%	0%	87	24
CC(OC(=O)C1CC1)C(=O)Nc1cc(Cl)cc(Cl)c1 (stereo not drawn)	-31%	x	x	x	5%	u	x
CCc1nnc(NC(=O)C2CCCN(S(=O)(=O)c3ccccc3)C2)s1 (stereo not drawn)	-33%	-5%	-2	-8%	2%	18	-3
CC1NCCC2(O)CCCCC12 (stereo not drawn)	-2%	-7%	-4	3%	13%	-3	-13
CN(Cc1ccccc1)C(=O)CCC1CCN(S(=O)(=O)N(C)C)CC1	10%	4%	-3	5%	-9%	54	-6
COc1ccccc1-c1nc(C#N)c(NCc2ccc(F)cc2)o1	-9%	0%	10	u	-22%	-20	19
CCc1cccc(C)c1NC(=O)CO/N=C(\N)CC(=O)NC1CCCCC1	-25%[11.4 µM]	1%	-2	u	55%[activator]	39	-4
CCC(C)(c1nnnn1-c1c(C)cccc1C)N(N=O)c1cccc(C(F)(F)F)c1 (stereo not drawn)	-14%	-1%	-4	-7%	-1%	-36	-7

Additional records
SMILES	AmpC inh no detg	FBPA Giardia inh	Cycloheximide cs	AmpC inh detg	AMA1-RON2 inh	HCMV antiviral	Shiga toxin inh
CC(C)CCN1CCN(Cc2ccc3nsnc3c2)CC1CCO (stereo not drawn)	0%	5%	-3	4%	30%[activator]	-40	-3
CCOc1cccc(C(=O)Nc2cc(-c3nn4c(C)nnc4s3)ccc2C)c1	-16%	-3%	-5	u	-1%	15	-7
O=C(CCc1ccccc1)NNC(=O)c1ccncc1	-17%	x	x	x	8%	8	x
Cc1cc(NC(=O)c2c(F)cccc2Cl)no1	0%	-1%	13*	-6%	22%	-15	56*
O=C(CC12CC3CC(CC(C3)C1)C2)NC(=S)NCc1ccco1	-8%[2.29 µM]	-4%	2	-6%	5%	23	20
Cn1ncc2c(NNC(=O)Cc3cccc4ccccc34)ncnc21	-13%	-1%	-2	u	77%[activator]	-40	-5
CCCCCCc1cc2cc(S(=O)(=O)c3ccc(Cl)cc3)c(=O)oc2cc1O	0%	6%	-3	-2%	11%	7	-12
CC(OC(=O)c1cc(Br)ccc1O)C(=O)NCc1ccc2c(c1)OCO2 (stereo not drawn)	-6%	x	x	u	0%	20	x
CCN1CCc2c(OCC(=O)N3N=C(c4cccs4)CC3c3ccc(F)cc3)cccc2C1=O (stereo not drawn)	40%	-2%	-3	-7%	-12%[11.6 µM]	-6	-1
Cc1ccc(C)c(NC(=S)c2ccccn2)c1	-19%	2%	50*	5%	u	9	95*
Cc1ccc(C(=O)NCCc2cccs2)cc1	-5%	1%	1	5%	3%	-61*	-13
COc1ccc(OC)c(/C(C)=N\NC(=O)c2cc3cc(Cl)ccc3n2C)c1	36%	-7%	-5	7%	94%[activator]	-10	-10
COC(=O)CN1C(=O)[C@H]2[C@@H](C3CC3)N3C(=O)CN(Cc4ccc(-c5ccccc5)cc4)C(=O)[C@@]3(Cc3ccccc3)[C@H]2C1=O	160%[activator]	-19%	-4	-11%	-8%	31	10
COc1ccc(C2CC(=O)C=C(NCC3CCCO3)C2)cc1 (stereo not drawn)	-17%	7%	-4	u	-20%	20	26
CN(CC(=O)Nc1c(Cl)cccc1Cl)C(=O)c1ccccc1-c1nc2ccccc2s1	8%	x	x	u	0%	-19	x
C1=CC2CC1CC2CNCc1ccco1 (stereo not drawn)	-20%	-5%	-2	2%	u	-24	-10
CSCC[C@H](NC(=O)N1CCn2c1nc1ccccc12)C(=O)NCc1ccc(F)cc1	86%[activator]	x	5	2%	77%[activator]	0	11
Cn1c(N)c(N=Nc2ccc(S(N)(=O)=O)cc2)c(=O)n(C)c1=O	-14%	-9%	5	-18%	11%	-25	50
CCOC(=O)C1CCCN(C(=O)c2ccccc2NC(C)=O)C1 (stereo not drawn)	-13%	-4%	-1	1%	-7%	69	0
O=C(O)CSCc1ccc(C(=O)O)o1	-16%	1%	-2	-6%	2%	11	-7
O=C(O)c1ccc(N/N=C/c2cc3cc4c(cc3nc2Cl)OCCO4)cc1	-28%	-18%	12*	1%	-24%	110	-2
CCN(C[C@H]1N[C@@](C)(C(=O)OC)[C@H]2C(=O)N(Cc3ccccc3)C(=O)[C@@H]12)C(=O)c1ccccc1	32%	x	x	x	13%	7	x
N#Cc1ccc(NC(=O)CCc2nc3ccccc3s2)cc1	-20%	5%	8	-9%	6%	10	10
COc1cccc(C2C(C#N)=C(N)SC(c3ccccc3)C2[N+](=O)[O-])c1 (stereo not drawn)	-13%	-1%	-2	7%	-5%	4	16
CC(=O)Nc1ccc(Sc2ncnc3scc(-c4ccccc4)c23)cc1	156%[activator]	2%	-8	4%	-7%	-26	-5
Cc1nc(/N=C\c2ccc(N(C)C)cc2)sc1C	-9%	x	x	-12%	-3%	14	x
Cc1ccc(C(O)(CCN2CCCCC2)c2ccccc2)cc1 (stereo not drawn)	-6%	-9%	1	2%	-4%	u	-2
CC(C)(C)C(=O)Nc1sc2c(c1C(=O)Nc1ccccn1)CCCC2	-18%	2%	-4	-2%	1%	66	-12
CC1(C)CC2(CCO1)C(Nc1ccccc1)=NC(=S)N2CC(N)=O (stereo not drawn)	-10%	-12%	2	9%	-3%	28	-11
O=C(OCc1cncs1)c1cccs1	-24%	3%	5	-4%	20%	39	19
CCO[C@H]1OC(C(=O)N2CCN(Cc3ccc4c(c3)OCO4)CC2)=C[C@@H](c2csc3ccccc23)[C@@H]1CCCO	225%[activator]	-3%	1	6%	-14%	2	4
O=C(CSc1nc(=O)n(CCCN2CCOCC2)c2c1CCCC2)Nc1ccc(F)cc1F	48%	x	x	-14%	7%	-2	x
CCCC(=O)NC(=S)Nc1ccc(NC(=O)c2cccs2)cc1	-23%	-4%	12*	5%	-1%	-6	26
O=C(N/C(=C/c1cccnc1)C(=O)N1CCCCCC1)c1cccc(Br)c1	24%	x	-2	10%	2%	14	-18
COc1ccc(NC(=O)CNS(=O)(=O)c2ccccc2)cc1Cl	0.63µM*	-5%	14*	-3%	26%	8	4
O=C1C=C(c2cccc(Cl)c2O)C[C@@H](c2ccc3c(c2)OCO3)C1	-23%	x	x	-2%	-24%	61	x
CCOC(=O)c1c(S(=O)(=O)NCC2CCN(CCc3cccs3)CC2)c(C)n(C)c1C	-2%	x	-3	1%	-15%	5	15
CC(C)N1C(=S)N(Cc2ccco2)C(=O)C1CC(=O)Nc1ccccc1 (stereo not drawn)	-2%	1%	-2	-12%	-11%	2	-9
